Screening results as filed in PubChem BioAssay.
STAT1 inh: inhibitors of IFN-gamma induced STAT1 signaling; hit rate 0.35% among 200,000; inhibition, % at 5.5 µM; NIH 3T3 STAT1-luciferase reporter, luminescence;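 active = inhibition above a set limit, the mean inhibition across all tested compounds plus 3 SD, cut at about 34% in these data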;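 also: 0% = IFN-gamma with DMSO and 100% = IFN-gamma with 300 µM nifuroxazide; values of inactives mirror those of a sister screen read the other way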
TLR4-MyD88 BLA: inhibitors of human TLR4-MyD88 binding. O00206+Q99836. HeLa CL3-4 TLR4/MyD88 BLA complementation, FRET ratio. inhibition, % at 8.4 µM. hit rate 0.18% among 200,000; in the data active = inhibition above about 25%;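 also: 0% = vehicle and 100% = reference inhibitor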
Target sequence (O00206 whole entry, looked up): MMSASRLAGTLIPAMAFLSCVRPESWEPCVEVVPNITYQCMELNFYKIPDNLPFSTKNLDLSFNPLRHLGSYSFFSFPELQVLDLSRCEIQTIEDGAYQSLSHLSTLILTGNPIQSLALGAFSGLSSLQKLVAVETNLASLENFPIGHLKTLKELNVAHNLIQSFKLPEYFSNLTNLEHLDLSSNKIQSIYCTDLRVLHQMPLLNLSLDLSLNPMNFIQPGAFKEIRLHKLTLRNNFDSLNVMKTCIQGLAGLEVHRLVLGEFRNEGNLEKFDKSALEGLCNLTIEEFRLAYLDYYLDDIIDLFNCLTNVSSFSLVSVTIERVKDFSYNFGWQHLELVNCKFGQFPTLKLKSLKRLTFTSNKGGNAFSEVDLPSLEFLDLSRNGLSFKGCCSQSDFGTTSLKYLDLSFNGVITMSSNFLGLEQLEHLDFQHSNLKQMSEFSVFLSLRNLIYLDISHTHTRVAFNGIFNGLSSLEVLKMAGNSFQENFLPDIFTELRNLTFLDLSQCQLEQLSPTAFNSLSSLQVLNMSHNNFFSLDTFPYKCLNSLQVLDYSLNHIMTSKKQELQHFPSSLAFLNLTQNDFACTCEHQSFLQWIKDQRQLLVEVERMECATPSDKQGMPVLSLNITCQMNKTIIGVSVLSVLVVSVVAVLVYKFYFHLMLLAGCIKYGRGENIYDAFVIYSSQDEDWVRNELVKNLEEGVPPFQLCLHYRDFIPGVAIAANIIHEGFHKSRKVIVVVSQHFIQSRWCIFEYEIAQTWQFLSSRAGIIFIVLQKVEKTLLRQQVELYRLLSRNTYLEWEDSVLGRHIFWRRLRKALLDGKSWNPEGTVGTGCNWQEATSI
Target sequence (Q99836 whole entry, looked up): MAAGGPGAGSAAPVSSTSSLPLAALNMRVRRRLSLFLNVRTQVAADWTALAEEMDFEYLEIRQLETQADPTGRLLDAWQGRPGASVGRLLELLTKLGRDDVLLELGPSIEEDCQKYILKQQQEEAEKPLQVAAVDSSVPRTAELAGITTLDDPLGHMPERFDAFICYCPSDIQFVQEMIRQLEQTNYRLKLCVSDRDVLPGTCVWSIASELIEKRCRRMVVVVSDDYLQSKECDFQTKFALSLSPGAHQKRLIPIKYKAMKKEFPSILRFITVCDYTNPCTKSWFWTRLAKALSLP
APP 5'UTR act: APP 5'UTR luciferase reporter activation; SH-SY5Y APP 5'UTR luciferase reporter, luminescence; zero percent = DMSO vehicle wells; activation, % at 2 µM; hit rate 1% among 190,000; AID 1276;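 active = activation above a set limit, based on mean plus 3 SD of controls, cut at about 140% in these data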; also: values of inactives mirror those of a sister screen read the other way
HMGR II inh: inhibitors of class II HMG-CoA reductase from Enterococcus faecalis. hit rate 0.41% among 190,000. inhibition, % at 10 µM. purified E. faecalis HMGR, NADPH absorbance 340 nm kinetic;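 active = inhibition above a set limit, the median over all tested compounds plus 3 SD, cut at about 9.5% in these data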;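 also: enzyme runs in reverse so mevalonate oxidation gives rising NADPH absorbance; 0% = complete reaction with DMSO and 100% = background rate lacking mevalonate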
Hsp70 act: transcriptional activators of Hsp70; HeLa Hsp70 promoter luciferase reporter, luminescence; scaled: vehicle 0, proteasome-inhibitor control 100%; activation, % at 10 µM; hit rate 0.04% among 200,000;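 active = activation above the mean across all tested compounds plus 3 SD, cutoff set per campaign, cut at about 5.5% in these data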;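 also: 100% = MG132 at 30 µM as the positive control and 0% = DMSO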
DTT redox prof: compounds producing H2O2 with reducing agent – biochemical, NIH compound library profiling, artefact control for MLSCN library redox annotation, primary screen | hit rate 0.03% among 200,000 | activation, % at 10 µM | DTT-dependent redox cycling H2O2, phenol red/HRP absorbance; 100% = 100 µM peroxide control, 0% = buffer;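 active = activation of at least 50% relative to the plate's high and low controls in the primary single-dose screen; inactive = activation below 50%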;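 also: compound incubated with DTT at 0.8 mM final as the reducing agent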
STAT1 activator: activators of IFN-gamma induced STAT1 signaling; NIH 3T3 STAT1-luciferase reporter, luminescence; 100% = IFN-gamma alone, no compound; activation (% of control), % at 5.5 µM; hit rate 2.6% among 200,000;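 active = activation above the screen-wide mean activation plus 3 SD, cut at about 130% in these data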;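 also: raw ratio to IFN-gamma control signal so 100% means no change and 0% no light; values of inactives mirror those of a sister screen read the other way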
NF-kB expr up: NF-kB expression increase, human neuronal cells. NF-kB reporter expression; active compounds read high. fold change at 12.5 µM. hit rate 1.6% among 190,000; in the data active = fold change above about 3.3
STAT3 blocker: STAT3 signaling inhibition. U3A cells, IL-6 STAT3-luciferase reporter, luminescence; host cell line lacks STAT1. inhibition, % at 5.5 µM. hit rate 0.89% among 190,000;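 active = inhibition above the mean inhibition across all screened compounds plus 3 SD, cut at about 44% in these data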;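 also: 0% = DMSO only wells and 100% = 100 µM nifuroxazide control wells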
STAT3 activator: activators of IL-6 induced STAT3 signaling | activation (% of control), % at 5.6 µM | U3A cells, IL-6 STAT3-luciferase reporter, luminescence; 100% = signal with IL-6 EC80 alone | hit rate 0.91% among 190,000;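 active = activation above the screen-wide mean of compound activation plus 3 SD, cut at about 130% in these data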;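 also: 0% = background luminescence of wells with medium and substrate only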
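system = STAT3-luciferase reporter U3A cells | reagent = IL-6 stimulus at 33 ng/mL final | timing = 1 h compound pre-exposure, 6 h IL-6 stimulation, 37 °C | measured by = luminescence | evaluation = % activation versus median of IL-6-stimulated wells | control set = IL-6-only wells as 100% reference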
Starred values were filed as active, the others as inactive; · = not tested or not shown.

SMILES	STAT1 inh	TLR4-MyD88 BLA	APP 5'UTR act	HMGR II inh	Hsp70 act	DTT redox prof	STAT1 activator	NF-kB expr up	STAT3 blocker	STAT3 activator
CN(Cc1cnn(-c2ccc(F)cc2)c1)Cc1nc(Cc2ccccc2)no1	-1	3	-13	-1	0.2	1.0	99	1.3	1	103
Cc1ccc(CN2CCN(Cc3cccc(-n4cccn4)c3)CC2CCO)cc1 (stereo not drawn)	7	3	5	-5	-0.4	-1.2	93	1.1	8	103
CCSC1=NCCN1S(=O)(=O)c1ccc2ccccc2c1	9	15	19	-3	-0.1	-0.2	90	0.85	4	102
Cc1nn(-c2ncc(C(F)(F)F)cc2Cl)c(=O)n1-c1ccc(F)cc1	1	9	10	-3	-0.2	-1.6	99	1.2	9	96
Cc1ccc(/C=N/N2CCN(Cc3ccccc3)CC2)o1	-7	-6	-4	-2	0.0	-1.9	106	1.2	-8	108
Cc1ccc(Cc2cncc(O)c2)cc1S(=O)(=O)O	-1	-4	18	-16	-0.5	2.3	101	1	4	100
COc1cc(S(=O)(=O)NCc2cccnc2)ccc1F	3	-11	-28	-2	-0.1	0.6	98	0.93	4	103
C/C(=N\NC(N)=O)c1ccccc1	-1	-3	-4	-4	-0.3	-0.9	99	1.2	8	97
c1ccc2c(NC3C4CC5CC(C4)CC3C5)nc(N3CCOCC3)nc2c1 (stereo not drawn)	-2	0	5	-3	-0.3	0.1	103	0.99	2	100
COc1ccc(CCNC(=O)C2CCN(c3nn4c(=O)cc(C)nc4s3)CC2)cc1OC	-9	-4	15	2	-0.4	-0.1	107	0.92	4	102
CSc1ccccc1C(=O)C1CCCN(Cc2c(C)n(C)n(-c3ccccc3)c2=O)C1 (stereo not drawn)	-2	1	-17	-2	-0.2	-1.1	100	·	-1	106
Cc1cccc(C(=O)Oc2csc(=S)n2C(=O)c2cccc(C)c2)c1	4	-9	1	2	-0.2	0.1	97	1.2	-1	103
O=C(O)CCCCCNCc1ccncc1	0	-11	4	-2	-0.3	1.9	100	1.2	-4	105
Cc1cc(=O)[nH]c(COc2ccccc2)n1	9	12	-4	-4	-0.3	-2.3	92	1.4	14	94
COC(=O)c1c(NC(=S)Nc2ccc(F)cc2[N+](=O)[O-])sc2c1CCCCC2	0	-8	-1	-7	-0.5	0.2	100	0.85	13	86
CN(C)CC(C)(C)CNS(=O)(=O)c1cccc2nsnc12	2	-6	6	1	-0.5	0.2	98	0.93	6	98
CCC(C)NC(=O)CS(=O)Cc1nc(-c2ccccc2C)oc1C (stereo not drawn)	-2	1	-5	-2	0.0	-3.7	102	1.6	14	95
O=C(Cc1ccc(-n2cccc2)cc1)N1CCN(c2ccccc2F)CC1	4	14	-3	-4	-0.2	1.4	96	1.2	-2	106
CCN(CC)C(=O)COc1cc(C)c(Cl)c(C)c1	6	2	-23	1	-0.1	0.3	94	1.2	5	98
O=C(COC(=O)c1cc(Cl)ccc1[N+](=O)[O-])Nc1cccc2ccccc12	-10	2	4	1	-0.2	0.1	109	1.2	2	99
CCOC(=O)N1CCN(S(=O)(=O)c2cc([N+](=O)[O-])ccc2C)CC1	4	-3	5	-5	0.2	0.3	95	1.2	7	101
COc1cccc(CN(C(=O)c2cc3ccccc3oc2=O)C2CC2)c1	-17	10	33	-2	-0.2	0.1	116	1.7	4	96
COc1cc(C(=O)NCCCNc2ccc([N+](=O)[O-])cc2)cc(OC)c1OC	2	1	-2	-2	-0.4	1.0	98	0.96	-2	100
CN(C)c1ccc(NC(=O)COC(=O)Cn2nnc3ccccc32)cc1	3	-3	-4	-7	-0.1	-0.2	98	1.7	7	90
CC1C(c2ccccc2)=[N+]([O-])C2(CCCC2)N1O (stereo not drawn)	3	1	14	3	-0.3	-0.3	97	1	4	103
O=C(O)/C=C/c1ccc(-c2cccc(C(F)(F)F)c2)o1	-14	-7	6	-5	-0.2	-1.7	112	1.2	26	85
O=C(NC1CCCCC1)C(c1cccs1)N(CC1CCCO1)C(=O)c1csnn1 (stereo not drawn)	-9	1	18	-3	0.0	1.7	108	1.1	-6	110
COc1cccc(NC(=O)CSc2nnc(-c3ccc(C)cc3)o2)c1	-1	1	217*	-5	0.1	-0.4	101	2.4	-2	109
Cc1c(/C(O)=C2/C(=O)C(=O)N(Cc3cccnc3)C2c2cccs2)cnn1-c1ccccc1 (stereo not drawn)	-44	5	141*	-5	-0.3	0.3	141*	0.5	24	79
CC(=O)Nc1ccc(NC(=O)Cn2c(=O)n(-c3ccc(F)cc3)c(=O)c3oc4ccccc4c32)cc1	9	-1	-7	0	0.1	0.2	90	1.1	23	84
CCOC(=O)c1ccc(NC(=O)c2ccc3c(c2)OCO3)cc1	-8	-6	52	0	-0.4	0.8	108	1.6	8	94
COc1ccc(NC(=O)C(Br)C(C)C)cc1 (stereo not drawn)	-4	-1	18	-2	-0.2	0.3	104	1.1	7	101
CCCn1nc(-c2nnc(-c3ccc(C)c(C)c3)o2)c2ccccc2c1=O	-7	-5	-1	-3	-0.3	0.0	106	1.2	6	101
CCN(CCNC(=O)C1CCCN(S(=O)(=O)CC)C1)c1ccccc1 (stereo not drawn)	-8	-13	-5	-1	0.1	-0.1	107	1.3	11	97
Cc1cccc(NC(=O)Cn2c(=O)n(C)c3ccccc32)c1	5	-6	5	12*	-0.1	-0.1	94	0.99	5	98
CN(C)C=NC(=O)c1cn(-c2ccc(F)cc2)c(=O)c2ccccc12	6	-1	25	-8	0.2	9.0	95	1	11	92

APP 5'UTR act: what is marked active above.
SMILES | STAT1 inh | TLR4-MyD88 BLA | APP 5'UTR act | HMGR II inh | Hsp70 act | DTT redox prof | STAT1 activator | NF-kB expr up | STAT3 activator
COc1cccc(NC(=O)CSc2nnc(-c3ccc(C)cc3)o2)c1 | -1 | 1 | 217* | -5 | 0.1 | -0.4 | 101 | 2.4 | 109
Cc1c(/C(O)=C2/C(=O)C(=O)N(Cc3cccnc3)C2c2cccs2)cnn1-c1ccccc1 (stereo not drawn) | -44 | 5 | 141* | -5 | -0.3 | 0.3 | 141* | 0.5 | 79

Back to the main list, repeating the 3 entries before the break.
SMILES	STAT1 inh	TLR4-MyD88 BLA	APP 5'UTR act	HMGR II inh	Hsp70 act	DTT redox prof	STAT1 activator	NF-kB expr up	STAT3 blocker	STAT3 activator
CCN(CCNC(=O)C1CCCN(S(=O)(=O)CC)C1)c1ccccc1 (stereo not drawn)	-8	-13	-5	-1	0.1	-0.1	107	1.3	11	97
Cc1cccc(NC(=O)Cn2c(=O)n(C)c3ccccc32)c1	5	-6	5	12*	-0.1	-0.1	94	0.99	5	98
CN(C)C=NC(=O)c1cn(-c2ccc(F)cc2)c(=O)c2ccccc12	6	-1	25	-8	0.2	9.0	95	1	11	92
Cc1cccc(N(C)S(=O)(=O)c2ccc3[nH]cc(C(=O)N4CCOCC4)c(=O)c3c2)c1	3	-16	4	-5	0.0	2.7	98	1.1	2	101
CC1CCCC(C)N1c1nnc(NC(=O)Cn2c(=O)oc3ccccc32)s1 (stereo not drawn)	-1	0	-1	-2	-0.2	-2.1	102	0.95	-2	102
O=C(Cn1nc([N+](=O)[O-])nc1Br)NC(c1ccccc1)c1ccccc1	5	8	4	-2	-0.4	0.5	95	1.3	-4	99
Cc1c(CCOC(=O)c2cccc([N+](=O)[O-])c2)sc[n+]1CC(=O)c1ccccc1	6	4	12	0	-0.2	0.3	93	0.94	8	97
COc1ccc(Br)cc1CN1CCCC(C(=O)N2CCCCC2)C1 (stereo not drawn)	4	1	-6	1	-0.1	0.1	97	0.95	-3	106
Cc1ccccc1C(=O)Nc1ccc(-c2nc3ccc(C(=O)c4ccccc4)cc3[nH]2)cc1	3	-7	24	-5	-0.3	1.9	97	0.48	31	75
O=C(CCc1ccccc1)NNC(=O)c1cccc(F)c1	6	10	-2	-4	-0.3	0.1	94	1	20	87
CCN(C(=O)COC(=O)c1c(C)noc1C)C1CCS(=O)(=O)C1 (stereo not drawn)	6	1	9	-1	-0.2	0.2	93	1.2	10	93
Cc1cccc(Cn2cnc3c(NS(C)(=O)=O)c(C)c(C)cc32)c1	15	1	1	-1	-0.2	-3.7	87	1.1	15	94
COc1ccc(N(CC(=O)Nc2cc(C)ccc2OC)S(=O)(=O)c2c(C)noc2C)cc1	9	0	15	-4	-0.3	-3.0	92	0.89	3	104
CS(=O)(=O)NCC(c1ccco1)N1CCN(c2ccc(F)cc2)CC1 (stereo not drawn)	4	-2	8	-4	-0.4	0.6	97	1	-5	100
O=C(Nc1ccccc1Cl)c1ccc(-n2cccn2)c([N+](=O)[O-])c1	-9	9	8	0	0.0	0.4	105	1.1	18	88

3 compounds already listed, arranged by SMILES length, largest number first.
SMILES	STAT1 inh	TLR4-MyD88 BLA	APP 5'UTR act	HMGR II inh	Hsp70 act	DTT redox prof	STAT1 activator	NF-kB expr up	STAT3 blocker	STAT3 activator
COc1ccc(N(CC(=O)Nc2cc(C)ccc2OC)S(=O)(=O)c2c(C)noc2C)cc1	9	0	15	-4	-0.3	-3.0	92	0.89	3	104
O=C(Nc1ccccc1Cl)c1ccc(-n2cccn2)c([N+](=O)[O-])c1	-9	9	8	0	0.0	0.4	105	1.1	18	88
COc1ccc(Br)cc1CN1CCCC(C(=O)N2CCCCC2)C1 (stereo not drawn)	4	1	-6	1	-0.1	0.1	97	0.95	-3	106

(listing goes on)
SMILES	STAT1 inh	TLR4-MyD88 BLA	APP 5'UTR act	HMGR II inh	Hsp70 act	DTT redox prof	STAT1 activator	NF-kB expr up	STAT3 blocker	STAT3 activator
CCOC(=O)c1ccc2nc(C)c3c(c2c1)OC(C)C3 (stereo not drawn)	1	-1	1	-2	-0.2	2.1	99	0.9	25	81
COc1ccc(S(=O)(=O)N(C)c2ccc(C(N)=O)cc2)cc1	-3	10	-9	-4	-0.4	0.0	103	1.2	-4	100
CCC(C)n1c(SCC(=O)Nc2ccccc2C(F)(F)F)nc2ccsc2c1=O (stereo not drawn)	-1	-12	8	-3	-0.3	2.7	101	0.85	1	103
CCCN(CCC)C(=O)NC1CC(=O)N(c2ccc(OC)cc2)C1 (stereo not drawn)	5	22	2	-8	-0.2	0.2	96	1.2	10	91
CC1(C)Cc2nc3sc4c(=O)n(CC(=O)NCc5ccccc5)cnc4c3cc2CO1	-16	7	4	-1	0.1	2.4	124	1.3	3	106
O=C1CSC(c2cccc([N+](=O)[O-])c2)N1c1ccccc1 (stereo not drawn)	-6	-7	-11	-1	-0.2	-1.0	105	1.3	10	102
Cc1ccc(OCc2nnc(SCC(=O)Nc3sc(C)c(C)c3C#N)n2C)cc1	-2	7	-6	-3	0.4	-2.5	103	1.1	-7	111
N/C(=N\OC(=O)CCc1ccccc1)c1ccccc1Cl	-44	-10	33	-4	0.3	-0.6	141*	1.2	10	99
